# Bioassay records (PubChem BioAssay)
# TRHR ag: qHTS for Small Molecule Agonists and Allosteric Enhancers of Human TRH Receptor: Primary Screen for Agonists; Thyrotropin-releasing hormone receptor (Homo sapiens), P34981; TRHR cells, calcium flux fluo-8, FDSS agonist mode; activation, % at 2 µM; actives 0.18% (n = 360,000); in the data active means activation above about 30%; further: 0% is about no effect
# Target sequence (P34981 whole entry, looked up): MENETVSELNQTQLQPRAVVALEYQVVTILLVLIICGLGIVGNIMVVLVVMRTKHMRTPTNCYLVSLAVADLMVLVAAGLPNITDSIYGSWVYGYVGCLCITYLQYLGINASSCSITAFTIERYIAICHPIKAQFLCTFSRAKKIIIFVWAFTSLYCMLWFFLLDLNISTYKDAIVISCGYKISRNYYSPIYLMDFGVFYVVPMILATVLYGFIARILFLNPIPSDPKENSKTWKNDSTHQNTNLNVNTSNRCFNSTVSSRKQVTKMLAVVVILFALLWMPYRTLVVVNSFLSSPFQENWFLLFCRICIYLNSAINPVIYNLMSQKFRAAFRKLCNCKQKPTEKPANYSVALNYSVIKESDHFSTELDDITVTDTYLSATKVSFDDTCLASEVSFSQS
#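 Fluo-8-loaded TRHR cells; 10 s baseline, compound added, kinetic Ca2+ fluorescence read 1/s, agonist mode.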
# D1 PAM: Potentiators of Human D1 Dopamine Receptor: qHTS; actives 0.036% (n = 360,000); HEK293 TREx D1 cells, calcium flux, dopamine EC20 potentiation; potentiation, % at 10 µM; in the data active means potentiation above about 30%; further: 0% is about no effect
# Anesthetic bind: qHTS Assay for Identification of Novel General Anesthetics. Ferritin light chain (Equus caballus), P02791. Potency, µM (doses to about 77.5 µM), inactives show at the top dose activity change, negative = displacement, usual class: inhibitors. actives 0.074% (n = 350,000). apoferritin/1-aminoanthracene competitive binding, fluorescence; further: potency means the concentration at half of the fitted maximal effect; on the % scale 0 is the no-effect control and ±100 the full control effect; nearly all actives have a fitted effect of over 20% in size
# Target sequence (P02791 2-175 limits assumed): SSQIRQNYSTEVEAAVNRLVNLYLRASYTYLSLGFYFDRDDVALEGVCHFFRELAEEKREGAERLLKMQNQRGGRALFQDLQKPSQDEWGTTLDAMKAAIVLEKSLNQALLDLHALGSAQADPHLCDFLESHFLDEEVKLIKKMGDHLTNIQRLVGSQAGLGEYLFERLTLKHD
#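 Horse-spleen apoferritin (10 uM) in 50% saturated 1-aminoanthracene in PBS was incubated 10 min at room temperature with compound. Fluorescence (ex 380, em 535 nm) was normalized to free and bound 1-AMA, with concentration-response fitted by a four-parameter Hill equation.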
# D1 antag: Antagonist of Human D 1 Dopamine Receptor: qHTS. actives 3.2% (n = 360,000). D(1A) dopamine receptor (Homo sapiens), P21728. HEK293 TREx D1 cells, calcium flux, dopamine EC80; hits give low values. AID 504652, 2011. activity change, negative = inhibition, % at 10 µM; in the data active means activity change below about -30%; further: on the % scale 0 is the no-effect control and ±100 the full control effect
#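 Inducible Hek293 Trex D1 cells (tetracycline, overnight, 30 C). Calcium dye 30–90 min RT. Antagonist mode: EC80 dopamine added after 180 s compound read.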
# RXFP1 ag: qHTS Assay for Agonists of the Relaxin Receptor RXFP1 | Relaxin receptor 1 (Homo sapiens), Q9HBX9 | HEK293T-RXFP1 cAMP TR-FRET, 30 min; response scale: percent of porcine relaxin response, buffer zero | Potency, µM (top dose mostly 57.5 µM), inactives show at the top dose activation, most hits filed as activators | actives 0.3% (n = 370,000) | AID 2676, 2010; further: potency means the concentration at half of the fitted maximal effect; on the % scale 0 is the no-effect control and ±100 the full control effect; nearly all actives have a fitted effect of over 60% in size; many of its hits are not listed in these tables
#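 Agonist response is measured as cAMP accumulation in an RXFP1-transfected HEK293T line under PDE4 inhibition. Values are scaled between buffer-only and 29 nM porcine relaxin, and EC50s come from standard Hill equation fits.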
# TRHR enhancer: qHTS for Small Molecule Agonists and Allosteric Enhancers of Human TRH Receptor: Primary Screen for Enhancers. Thyrotropin-releasing hormone receptor (Homo sapiens), P34981. TRHR cells, fluo-8 calcium fluorescence, EC20 TRH enhancement. enhancement, % at 2 µM. actives 0.66% (n = 360,000). AID 493056, 2011; in the data active means enhancement above about 30%; further: 0% is about no effect
#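 Enhancer read-out: after compound pinning and an initial kinetic agonist-mode read, an EC20 of TRH (10 nM final) was injected and fluo-8 calcium signal (Ex 480/Em 530) followed at 1 s/cycle for 100 cycles in TRHR-expressing cells.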
# RXFP1 antag: qHTS Assay for Antagonists of the Relaxin Receptor RXFP1. HEK293-RXFP1, relaxin-stimulated cAMP HTRF, 30 min; hits give low values. activity change, negative = inhibition, % at 57.5 µM. actives 0.59% (n = 350,000);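 active means activity change of -60% or lower, but not beyond a set lower limit; inconclusive means change between -60% and -40%, or beyond the set limit; inactive means change above -40%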; further: on the % scale 0 is the no-effect control and ±100 the full control effect
# D1 agonist: Allosteric Agonists of the Human D1 Dopamine Receptor: qHTS | D(1A) dopamine receptor (Homo sapiens), P21728 | HEK293 T-REx D1 cells, calcium flux, agonist mode | activation, % at 2 µM | actives 1% (n = 360,000) | AID 504660, 2011; in the data active means activation above about 30%; further: 0% is about no effect
#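 Agonism was scored from calcium flux recorded over 180 s (1 read/s) after pintool compound addition, following a 10-cycle baseline. Cells were inducible force-coupled HEK293 TREx D1, plated overnight at 30 C and loaded with no-wash calcium dye.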
# D2 potentiator: HTS Assay for Positive Allosteric Modulators of the Human D2 Dopamine Receptor: Primary Screen for Potentiators; D(2) dopamine receptor (Homo sapiens), P14416; HEK293 T-REx D2, calcium flux, EC20 dopamine potentiation; potentiation, % at 10 µM; actives 0.34% (n = 340,000); AID 485347, 2010;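 active means potentiation over 3 SD above the plate norm, cut at about 30% in these data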; further: 0% is about no effect
# Target sequence (P14416 whole entry, looked up): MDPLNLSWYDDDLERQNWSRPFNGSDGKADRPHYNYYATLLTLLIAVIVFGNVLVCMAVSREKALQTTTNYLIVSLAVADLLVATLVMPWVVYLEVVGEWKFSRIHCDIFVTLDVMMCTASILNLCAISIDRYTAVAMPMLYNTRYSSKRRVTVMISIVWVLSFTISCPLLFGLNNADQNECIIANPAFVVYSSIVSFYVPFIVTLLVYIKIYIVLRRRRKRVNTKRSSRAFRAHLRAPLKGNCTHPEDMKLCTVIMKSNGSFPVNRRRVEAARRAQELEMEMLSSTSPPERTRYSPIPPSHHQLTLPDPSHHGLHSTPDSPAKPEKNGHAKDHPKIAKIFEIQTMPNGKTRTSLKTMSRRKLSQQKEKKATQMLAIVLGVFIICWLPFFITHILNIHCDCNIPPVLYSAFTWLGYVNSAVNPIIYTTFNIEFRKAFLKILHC
#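 Tetracycline-induced HEK293 T-REx cells force-coupled to calcium signalling expressed D2; compounds were pin-added after a 10 s baseline, read kinetically 180 s, then an EC20 dopamine challenge followed with a further 180 s calcium read.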
# * hit, by the source's call; ? = inconclusive; nt = no result given; & = joins results of further samples; [ ] = remark or other dose. Unless noted, the call rests on the fitted dose curve; in most records, active means well fitted curve in the direction sought with a large enough effect; inconclusive means small, poorly fitted or top-dose-only effect, or another doubt; inactive means no such curve, though single readings can be large; an effect the other way counts as inactive or inconclusive. This is a subset, so the mix of outcomes need not match the whole.
SMILES,TRHR ag,D1 PAM,Anesthetic bind,D1 antag,RXFP1 ag,TRHR enhancer,RXFP1 antag,D1 agonist,D2 potentiator
Cc1ccc(-c2nc(N(C)C3CCN(C)CC3)c3ccccc3n2)cc1,0.7,-9,-15%,13,0.2%,3,-8,9,0
CCOC(=O)N1CCN(C(C)C(=O)c2c[nH]c3ccccc23)CC1 (stereo unspecified),1.1,-1,-7%,1,2.0%,-3,8,5,-2
COc1ccc(OC)c(CCNCc2c(C(=O)O)c(C)n(Cc3ccc(F)cc3Cl)c2C)c1,0.1,-1,?,-5,0.1%,-4,-63*,2,-3
Cc1ccc(-c2cc(-c3ccc(C)cc3)[n+](C)o2)cc1,-0.1,-3,-8%,-15,2.6%,-10,-10,-1,-4
CC(C)(CN)CC(=O)O,-0.4,3,-3%,-2,-0.5%,3,-3,5,7
CCN(CC)c1ccc(N=Cc2c(O)n(CCC3=CCCCC3)c(=O)[nH]c2=O)cc1,3.6,-1,4%,2,0.7%,3,3,11,-4
COC(=O)C1=C(c2cccc(OCc3ccccc3)c2)C[C@@H]2CC[C@H]1N2C(=O)NCc1cc(C)oc1C(F)(F)F,0.9,8,nt,-31*,2.1%,-6,nt,4,6
CC(=O)C1C2c3ccccc3OC1(C)N=c1s/c(=C/c3cn(C)nc3C)c(=O)n12 (stereo unspecified),0.2,-6,?,-8,2.1%,1,-3,1,9
O=C1/C(=C/c2ccncc2)N2CCC1CC2,0.1,-1,-9%,-15,1.9%,-2,15,3,nt
COC(=O)C1=C(c2ccc(Cl)c(C(F)(F)F)c2)C[C@@H]2CC[C@H]1N2C(=O)NCCOc1ccc(OC)cc1,0.8,2,nt,25,-0.7%,-12,nt,3,1
Cc1ccc2oc(=O)c(-c3nc4ccc(C)cc4[nH]3)cc2c1,5.5,-2,92%[activator],3,21%,3,-4,17,-15
CCC(=NC1CC1)c1c(O)n(C2CCCCC2)c(=O)[nH]c1=O,-0.1,-5,1%,-2,-1.3%,1,-1,0,7
CC1(C)C(c2ccccc2)=NC(c2cccnc2)=[N+]1[O-],-0.4,10,?,1,-0.3%,-1,-2,0,14
O=C1NC(=O)N(Cc2ccccc2)C(=O)/C1=C/C=C/c1ccco1,14,2,10%,31,-2.9%,-7,?,18,8
CC(C)OP(=O)(Oc1ccc(C(O)C(Cl)(Cl)Cl)cc1)OC(C)C (stereo unspecified),1.3,-3,-14%,-13,-0.7%,2,0,10,-7
CCCC[N+]12C3C[C@H](C4[C@H](O)[C@]5(C[C@@H]41)c1ccccc1N(C)[C@@H]35)[C@H](CC)[C@H]2O (stereo partly specified),1.2,3,-4%,7,4.2%,-1,0,-1,3
CCN1C[C@]2(COC(=O)c3ccccc3N)CC[C@H](OC)C34[C@@H]5C[C@H]6[C@H](OC)[C@@H]5[C@](O)(C[C@@H]6OC)[C@@](O)([C@H]13)[C@@H](OC)[C@@H]42,1.4,3,1%,-4,-0.6%,11,-8,2,4
CCOC(=O)c1c(N)n(CCN2CCCCC2)c2nc3ccccc3nc12,-0.2,3,408%[activator],20,3.7%,-2,-17,0,-10
CCOc1cc2c(cc1OCC)-n1cccc1C(c1ccccc1F)NC2 (stereo unspecified),-1.2,3,3%,-6,-3.7%,-6,-20,6,10
COC(=O)C1=C(c2cc3ccccc3s2)C[C@@H]2CC[C@H]1N2C,-0.5,8,nt,-22,-3.2%,-2,nt,2,-7
CCCCn1c(O)c(C(CC)=Nc2cccc(C(=O)O)c2)c(=O)[nH]c1=O,-0.1,-1,2%,17,-0.3%,1,-1,-2,0
COc1ccc2ccc(O)c(CN3CC=C(c4ccccc4)CC3)c2c1,0.8,1,-8%,13,3.6%,20,-9,3,-17
Cc1ccc(Cn2cc(C=O)c(-c3ccc(F)cc3)n2)cc1,1.6,-2,-9%,-15,-1.5%,-11,-21,5,-3
O=C(O)c1cc[c]([Hg][Cl])cc1,-0.1,12,nt,1,1.1%,-4,nt,5,-4
CCN(CC)C(=O)Cn1cc(C=C2C(=O)N(C)C(=O)N(C)C2=O)c2ccccc21,0.6,-7,-3%,-11,3.0%,-2,-4,2,-2
SMILES,TRHR ag,D1 PAM,Anesthetic bind,D1 antag,RXFP1 ag,TRHR enhancer,RXFP1 antag,D1 agonist,D2 potentiator
Nc1c2c(nc3sc4c(c13)CCCC4)CCCC2,0.6,-7,-14%,1,-1.1%,-1,-6,4,-6
Cc1cc(OC(=O)N(C)C)nc2c1c(C)nn2C,-0.3,-1,-3%,-10,5.6%,40*,-9,3,-4
O=C1NC(=O)C(=Cc2ccc3ccccc3c2)C(=O)N1,-0.9,2,-3%,-14,1.2%,5,11,1,-5
C[N+]1(C)CCN(c2ccccc2)CC1,0.4,-3,-1%&2%,25,0.3%,-12,nt,0,2
COC(=O)C1=C(c2ccc(OC)c(OC)c2)C[C@@H]2CC[C@H]1N2C(=O)N1CCOCC1,-0.2,-1,nt,-4,0.2%,3,nt,1,-13
CCOc1ccc(C(=O)OC2CC3CCC(C2)N3C)cc1 (stereo unspecified),1.5,-10,-6%,-5,4.5%,-1,2,6,-1
CC1=NN(c2ccccc2)C(=O)C1/C=C1\C(=O)NC(=O)N(c2cc(C)cc(C)c2)C1=O (stereo unspecified),-0.6,6,-5%,6,-0.8%,6,-4,1,-1
C[C@]12CC[C@@H]3c4ccc(O)c(O)c4CC[C@H]3[C@@H]1CC[C@@H]2O,0.6,5,?,-3,-0.7%,3,nt,3,5
CCCCOC(=O)C1=C(N)OC2=C(C(=O)CC(C)(C)C2)[C@]12C(=O)N(C)c1ccccc12,-0.5,2,-19%,6,0.5%,1,-1,1,19
O=C(CN1CCCCC1)c1ccc(OC(F)F)cc1,0.7,-7,-10%,0,0.3%,-3,9,1,9
COc1ccccc1N1CCN(C(CNC(=O)Oc2ccccc2)c2cccnc2)CC1 (stereo unspecified),-0.6,-3,-14%,-1,0.7%,-6,-16,0,-1
C/C(=N\NC(=S)Nc1ccccc1)c1c(O)n(C)c(=O)n(C)c1=O,0.2,1,-10%,3,-1.1%,-1,-9,4,10
CCN(CC)C(=O)c1ccc(N2C(=O)C3CC=C(Cl)CC3C2=O)cc1 (stereo unspecified),0.4,-2,?,1,1.4%,11,4,1,nt
O=c1cccc2n1CC1CC2CN(CC(O)CN2CC3CC(C2)c2cccc(=O)n2C3)C1 (stereo unspecified),0.8,-6,8%,-11,-0.3%,0,-3,1,2
Cc1nn(Cc2ccccc2)c(Cl)c1C(=O)OCC(=O)NCC1CCCO1 (stereo unspecified),0.4,-2,-24%,-3,5.2%,0,-3,3,1
O=C(O)CCC(=O)NCCC1=c2ccccc2=N/C1=C\c1c(O)n(Cc2ccc(F)cc2)c(=S)[nH]c1=O,0.8,-2,-11%,3,-1.9%,-2,-8,3,-2
O=C(Nc1cccc(OC(=O)N2CCOCC2)c1)N1CCOCC1,0.0,2,-7%,-1,0.0%,8,-6,1,-4
OC(CNCCc1c[nH]c2ccccc12)C(F)(F)F (stereo unspecified),1.2,1,-6%,22,-3.8%,0,-12,4,-4
CC(C)N1CCN(c2ccc(O)cc2)CC1,0.0,-3,-10%,8,-1.6%,2,-7,3,-27
COc1cccc2cc(-c3cc(=O)oc4ccc(OC(=O)N(C)C)cc34)oc12,0.5,-6,-11%,-16,4.3%,-2,12,1,nt
O=C(Cc1ccccc1)OCCNC(=O)c1cccnc1,0.1,-1,-2%,-2,0.0%,-3,3,-1,-12
CN(C(=O)Cc1ccc(Cl)c(Cl)c1)C(CN1CCCC1)c1cccc(OCC(=O)O)c1 (stereo unspecified),0.1,-6,nt,0,0.4%,-2,nt,-1,0
COc1cccc(CNCCc2ccccc2)c1OC,0.8,0,-6%,-7,1.1%,3,3,11,3
O=[N+]([O-])c1cccc(O)c1,-0.2,-5,nt,nt,2.0%,-6,nt,2,11
CCN(CC(=O)Nc1ccc(C#N)c(Cl)c1)CC(=O)NC(C)(C)C,1.1,-9,-12%,-26,2.2%,-8,-6,21,-2

# Record cards, from the list above. Order of screens: TRHR ag	D1 PAM	Anesthetic bind	D1 antag	RXFP1 ag	TRHR enhancer	RXFP1 antag	D1 agonist	D2 potentiator
# Listed for CCCCOC(=O)C1=C(N)OC2=C(C(=O)CC(C)(C)C2)[C@]12C(=O)N(C)c1ccccc12 = -0.5	2	-19%	6	0.5%	1	-1	1	19
# Listed for CN(C(=O)Cc1ccc(Cl)c(Cl)c1)C(CN1CCCC1)c1cccc(OCC(=O)O)c1 (stereo unspecified) = 0.1	-6	nt	0	0.4%	-2	nt	-1	0
# Listed for Cc1cc(OC(=O)N(C)C)nc2c1c(C)nn2C = -0.3	-1	-3%	-10	5.6%	40*	-9	3	-4
# Listed for CCOc1ccc(C(=O)OC2CC3CCC(C2)N3C)cc1 (stereo unspecified) = 1.5	-10	-6%	-5	4.5%	-1	2	6	-1

# Continued:
SMILES,TRHR ag,D1 PAM,Anesthetic bind,D1 antag,RXFP1 ag,TRHR enhancer,RXFP1 antag,D1 agonist,D2 potentiator
CN(C)CC#CCOCCOCCC#N,1.2,2,-15%,0,0.1%,-3,1,1,2
COC(=O)C1=C(c2cccc(C#N)c2)C[C@@H]2CC[C@H]1N2C(=O)NCCO,0.7,2,nt,nt,0.7%,2,nt,-2,8
CC(C)N(CC#CCC1(O)c2ccccc2-c2ccccc21)C(C)C,1.2,-8,-4%,6,-2.5%,-1,-12,2,1
O=C(NCc1ccccc1)c1cccn(Cc2ccccc2)c1=O,-0.1,2,-2%,15,-1.7%,0,2,-1,3
COC(=O)C1=C(c2cccc(C#N)c2)C[C@@H]2CC[C@H]1N2C(=O)NCCOc1ccccc1Cl,-0.1,7,nt,20,0.4%,6,nt,0,-6
c1csc(-c2nnc(COc3ccc4c(c3)OCO4)o2)c1,0.1,-4,?,-9,1.8%,-5,-4,3,-3
CN1CCN(c2ccc(N)c(N3CCN(C)CC3)c2)CC1,-1.5,3,-10%,2,-3.9%,1,-9,7,4
O=C1OC(c2ccc(Br)cc2)=N/C1=C\N1CC2CC(C1)c1cccc(=O)n1C2 (stereo unspecified),-1.1,-4,5%,-20,-0.5%,-5,-4,1,0
